Source: PubChem (several laboratories)
HePTP inh = inhibitors of human HePTP phosphatase, primary screen, biochemical, absorbance, leukemia target | Tyrosine-protein phosphatase non-receptor type 7 (Homo sapiens), P35236 | AID 521, 2006 | recombinant HePTP phosphatase activity, OD absorbance | 0.64% of 110,000 active | inhibition, % at 20 µM; in the data active = inhibition above about 50%;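 note: plate controls were vehicle for no effect and reference inhibitor for full effect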
Target sequence (P35236 whole entry, looked up): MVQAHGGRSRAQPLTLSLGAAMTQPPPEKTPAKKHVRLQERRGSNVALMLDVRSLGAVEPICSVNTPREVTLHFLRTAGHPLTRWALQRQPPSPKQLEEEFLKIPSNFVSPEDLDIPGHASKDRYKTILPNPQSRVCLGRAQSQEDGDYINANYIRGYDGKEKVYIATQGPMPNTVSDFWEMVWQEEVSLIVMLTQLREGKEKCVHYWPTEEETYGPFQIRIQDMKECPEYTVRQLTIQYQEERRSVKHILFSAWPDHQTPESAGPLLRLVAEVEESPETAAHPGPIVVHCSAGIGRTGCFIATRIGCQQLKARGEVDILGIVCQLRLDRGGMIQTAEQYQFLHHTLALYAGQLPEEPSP
BAP1 block = inhibitors of BAP1 deubiquitinase, primary screen, biochemical, Ub-AMC fluorescence, kinetic. Ubiquitin carboxyl-terminal hydrolase BAP1 (Homo sapiens), Q92560. recombinant BAP1, Ub-AMC hydrolysis fluorescence kinetic; stronger effect = lower value. activity remaining (% of control), % at 20 µM. 0.48% of 72,000 active;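 active = activity remaining at or below 50% of control, provided the compound also passes the data quality filters; inactive = the rest, including low values that fail the filters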;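 note: 100% = DMSO wells rate and 0% = substrate alone blank rate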
Active calls of the source: *; & = joins results of further samples. Random draw from the library; any-hit rate near 0.91%.

Results for CCCOC(=O)CC1C(=O)NCCN1Cc1ccccc1C (configuration not stated) ?
HePTP inh: -6; BAP1 block: 92

What do the screens show for `COc1ccc(C)cc1NC(=O)c1cnc2sccn2c1=O`?
HePTP inh: 1; BAP1 block: 85

What do the screens show for `Cc1ccc(SCCNS(=O)(=O)c2ccc(F)cc2)cc1`?
HePTP inh: -5; BAP1 block: 105

What do the screens show for `CCCS(=O)(=O)n1nc(-c2ccc(Br)cc2)cc1N`?
HePTP inh: 2; BAP1 block: 87

Results for Cc1ccc(C)c(Oc2nnnn2-c2ccccc2)c1 ?
HePTP inh: 7; BAP1 block: 99

What do the screens show for `CC1(c2cnc(Nc3ccccc3)s2)CCC(=O)O1` (configuration not stated)?
HePTP inh: 3; BAP1 block: 132

How did CC/C(=C\C(=O)c1ccncc1)Nc1ccc(O)cc1 do in these assays?
HePTP inh: 8; BAP1 block: 80

Results for COc1ccccc1C(=O)Nc1nc(-c2ccccc2)c(C)s1 ?
HePTP inh: -18

Results for Cc1ccc(/C(N)=N/OC(=O)COc2ccccc2C)cc1 ?
HePTP inh: -1

What do the screens show for `CCOC(=O)C1=C(c2ccccc2)N=c2s/c(=C\c3ccc(O)c(OC)c3)c(=O)n2C1c1ccc(OC)cc1` (configuration not stated)?
HePTP inh: 9

Results for O=C(NCCN1CCOCC1)c1ccc(Cl)c(S(=O)(=O)N2CCCCCC2)c1 ?
HePTP inh: 9

Results for O=C(c1ccccc1)C(CCC(CN1CCOCC1)C(=O)c1ccccc1)CN1CCOCC1 (configuration not stated) ?
HePTP inh: 4; BAP1 block: 62

Three compounds drawn at random from those above:
Results for O=C(NCCN1CCOCC1)c1ccc(Cl)c(S(=O)(=O)N2CCCCCC2)c1 ?
HePTP inh: 9

Results for COc1ccccc1C(=O)Nc1nc(-c2ccccc2)c(C)s1 ?
HePTP inh: -18

Results for CCCOC(=O)CC1C(=O)NCCN1Cc1ccccc1C (configuration not stated) ?
HePTP inh: -6; BAP1 block: 92

The results go on:
How did O=C(c1ccccc1C(F)(F)F)N1CCOCC1 do in these assays?
HePTP inh: 6

What do the screens show for `CCn1c(CSc2nnc3ccccn23)nc2cc(C(=O)O)ccc21`?
HePTP inh: 8; BAP1 block: 110

Results for Cc1cccn2c(=O)c3cc(C(=O)N4CCN(c5ccccc5)CC4)n(C)c3nc12 ?
HePTP inh: -8

How did CCOC(=O)c1cnn(-c2ccccc2)c1NC(=O)c1ccc(C)cc1 do in these assays?
HePTP inh: 1

What do the screens show for `CC(Oc1ccc(Cl)cc1Cl)C(=O)Nc1ccncc1` (configuration not stated)?
HePTP inh: 9; BAP1 block: 103

What do the screens show for `O=[N+]([O-])c1ccc(N2CCN(S(=O)(=O)c3ccc4ccccc4c3)CC2)cc1`?
HePTP inh: 4

Results for O=C(NN=C1CCN(Cc2ccccc2)CC1)c1sc2ccccc2c1Cl ?
HePTP inh: -6

What do the screens show for `C=CCn1c(SCC(=O)c2ccc(O)c(O)c2)nnc1-c1ccccc1OC`?
HePTP inh: 7; BAP1 block: 89

What do the screens show for `COc1cccc(CNc2ccc(S(=O)(=O)Nc3nccs3)cc2)c1O`?
HePTP inh: 3; BAP1 block: 90

What do the screens show for `COCCCN(C(=O)Nc1ccc(C)c(C)c1)C(C)c1ccccn1` (configuration not stated)?
HePTP inh: 7; BAP1 block: 99

How did O=[N+]([O-])c1ccc(S(=O)(=O)Nc2cccc3ccccc23)cc1 do in these assays?
HePTP inh: -12

What do the screens show for `Cc1cnc(C(=O)Nc2cccc3ncccc23)cn1`?
HePTP inh: 8

What do the screens show for `Cn1cnnc1SCC(=O)c1ccc(-c2ccccc2)cc1`?
HePTP inh: -14

What do the screens show for `CCOC(=O)c1ccc(Oc2nc(OC)nc(N(C)C)n2)cc1`?
HePTP inh: 10; BAP1 block: 100

What do the screens show for `O=C(Cn1c(O)c(N=NC(=S)Nc2ccccc2)c2ccccc21)Nc1ccccc1`?
HePTP inh: 12

What do the screens show for `COc1cc([C@@H]2c3cc4c(cc3[C@H](O)C3COC(=O)[C@@H]32)OCO4)cc(OC)c1OC` (some centres not stated)?
BAP1 block: 97

How did COc1ccc(/C=C2\C(=O)NC(=O)N(c3cc(C)cc(C)c3)C2=O)cc1 do in these assays?
HePTP inh: 4

Results for Cc1ccc(S(=O)(=O)N2CCN(C(=O)CSC3CCCC3)CC2)c(C)c1 ?
HePTP inh: 8; BAP1 block: 114

How did CCOC(=O)CCSCC(=O)Nc1nnc(C)s1 do in these assays?
HePTP inh: -2; BAP1 block: 109

How did Cn1c(-c2ccccc2)cc(=O)c2ccccc21 do in these assays?
HePTP inh: -2; BAP1 block: 93

How did CCOc1ccc2nc(N3CCC(C(=O)N4CCN(c5ncccn5)CC4)CC3)sc2c1 do in these assays?
HePTP inh: 7; BAP1 block: 97

What do the screens show for `CN(C)S(=O)(=O)c1ccc(S(=O)(=O)N(Cc2ccccn2)Cc2ccco2)cc1`?
HePTP inh: 8; BAP1 block: 113

What do the screens show for `CC(C)NC(=O)c1ccc2c(c1)nnn2C`?
HePTP inh: 8; BAP1 block: 101

Results for O=C1CSc2ccccc2N1Cc1ccccc1F ?
HePTP inh: -7; BAP1 block: 57

What do the screens show for `CC1(C)Cc2c(C#N)c(NC3CCCCC3)nc(-c3ccco3)c2CO1`?
HePTP inh: 9; BAP1 block: 53

Results for Cc1ccc(-n2c(SCn3nnc4ccccc4c3=O)nnc2-c2cccnc2)c(C)c1 ?
HePTP inh: 10; BAP1 block: 103

What do the screens show for `Cc1onc(-c2ccccc2)c1C(=O)N[C@@H]1C(=O)N2[C@@H]1SC(C)(C)[C@@H]2C(=O)O`?
HePTP inh: 8; BAP1 block: 87

What do the screens show for `Cc1cc(=O)oc2cc3occ(-c4ccccc4)c3cc12`?
HePTP inh: -1

What do the screens show for `O=C(O)c1cc([N+](=O)[O-])ccc1NCCCc1ccccc1`?
BAP1 block: 67

Results for c1ccc2c(-c3csc(N4CCOCC4)n3)cccc2c1 ?
HePTP inh: -10

What do the screens show for `CC(C)COP(=O)(c1ccc(N(C)C)cc1)C(O)c1ccccn1` (configuration not stated)?
HePTP inh: 4; BAP1 block: 101

Results for Cc1c(N=Cc2nn(-c3ccccc3)cc2-c2ccccc2)c(=O)n(-c2ccccc2)n1C ?
BAP1 block: 62

What do the screens show for `CN(C)CCN1C(=O)C(=O)/C(=C(/O)c2ccc(F)cc2)C1c1ccccc1` (configuration not stated)?
HePTP inh: 9; BAP1 block: 89

Results for COc1ccc(-c2nnc(SCC(=O)Nc3cc(C)on3)n2N)cc1OC ?
HePTP inh: -5; BAP1 block: 121

What do the screens show for `Nc1nc2n(n1)C(c1ccccc1)CC(c1ccc(F)cc1)N2` (configuration not stated)?
HePTP inh: -5; BAP1 block: 84

How did Cc1cccc(NS(=O)(=O)c2ccc(C)c(C(=O)OCC(=O)Nc3cc(C)on3)c2)c1 do in these assays?
HePTP inh: -10; BAP1 block: 76

How did c1csc(CNc2ncnc3sccc23)c1 do in these assays?
HePTP inh: 5

How did O=C1CCCCC1C1(O)C(=O)Nc2ccc(Br)cc21 (configuration not stated) do in these assays?
HePTP inh: 2

Results for O=c1c2c3nc4ccccc4nc3n(-c3ccc4c(c3)OCCO4)c2ncn1CC1CCCO1 (configuration not stated) ?
HePTP inh: 4; BAP1 block: 74

How did O=C(COc1ccccc1)Nc1ccc2c(c1)nc1n2CCOC1 do in these assays?
HePTP inh: -2; BAP1 block: 99

What do the screens show for `CCOC(=O)C1=C(c2ccccc2)N=C2SCC(=O)N2C1c1ccccc1` (configuration not stated)?
HePTP inh: -7

What do the screens show for `N#CCC(=O)N/N=C/c1ccc(O)cc1O`?
HePTP inh: -13

What do the screens show for `CCOC(=O)c1ccccc1NC(=O)CN(c1ccc(OCC)cc1)S(=O)(=O)c1ccc(SC)cc1`?
HePTP inh: -13

Results for COc1ccc(N2C(=O)/C(=C\c3cc(OC)ccc3O)SC2=S)cc1 ?
HePTP inh: -1

Results for CCOC(=O)c1cnc(SCC(=O)Nc2nc(C)c(C)s2)nc1N ?
HePTP inh: 5; BAP1 block: 109

How did CC1(C)CNC(=O)CC(C)(C)N1O do in these assays?
HePTP inh: -13; BAP1 block: 92

Results for CC1=C(C(=O)OCCOc2ccccc2)C(c2ccc(C(C)C)cc2)C2=C(CCCC2=O)N1 (configuration not stated) ?
HePTP inh: 9

How did O=C(Nc1cnn(Cc2ccccc2)c1)c1cc2nc(-c3ccco3)cc(C(F)(F)F)n2n1 do in these assays?
HePTP inh: -3; BAP1 block: 68

Part of the list above in order of molecular weight, rising:
How did O=C(COc1ccccc1)Nc1ccc2c(c1)nc1n2CCOC1 do in these assays?
HePTP inh: -2; BAP1 block: 99

Results for CCOC(=O)c1cnc(SCC(=O)Nc2nc(C)c(C)s2)nc1N ?
HePTP inh: 5; BAP1 block: 109

Results for COc1ccc(N2C(=O)/C(=C\c3cc(OC)ccc3O)SC2=S)cc1 ?
HePTP inh: -1

How did O=C(Nc1cnn(Cc2ccccc2)c1)c1cc2nc(-c3ccco3)cc(C(F)(F)F)n2n1 do in these assays?
HePTP inh: -3; BAP1 block: 68

What do the screens show for `CCOC(=O)c1ccccc1NC(=O)CN(c1ccc(OCC)cc1)S(=O)(=O)c1ccc(SC)cc1`?
HePTP inh: -13

More compounds follow.
What do the screens show for `Cc1ccc2nc(-c3ccc(N=Cc4ccccc4)cc3)sc2c1`?
BAP1 block: inactive

Results for O=C(Nc1ccc(S(=O)(=O)NC2CCCC2)cc1)c1cnccn1 ?
HePTP inh: 2; BAP1 block: 87

Results for COc1ccc(Cn2nnnc2C(c2cc3cccc(C)c3[nH]c2=O)N2CCOCC2)cc1 (configuration not stated) ?
HePTP inh: 7; BAP1 block: 121

Results for COc1cc(/C=C2/SC(=S)N(CCC(=O)Nc3ccc(C(C)=O)cc3)C2=O)cc(OC)c1OC ?
HePTP inh: 5

How did COc1ccc(C)cc1S(=O)(=O)N(C)CC(=O)NCc1ccco1 do in these assays?
HePTP inh: 5; BAP1 block: 81

Results for CCN(CC)S(=O)(=O)c1ccc2nc(CSc3nnnn3-c3ccc(O)cc3)[nH]c2c1 ?
HePTP inh: -1; BAP1 block: 104

How did Cc1ccc2c(c1)CCCN2C(=O)c1ccncc1 do in these assays?
HePTP inh: 1; BAP1 block: 85

What do the screens show for `Cc1noc(C)c1C(=O)Nc1ccccc1-c1ccccc1`?
HePTP inh: 6; BAP1 block: 146

Results for CC1CCCN(c2nc3c(c(=O)[nH]c(=O)n3C)n2CCCc2ccccc2)C1 (configuration not stated) ?
HePTP inh: 17

What do the screens show for `O=C(Nc1nccs1)C1CC1(c1ccccc1)c1ccccc1` (configuration not stated)?
HePTP inh: 3

Results for O=C1CC(c2ccc(F)c(Br)c2)c2ccc3ccccc3c2N1 (configuration not stated) ?
HePTP inh: -6

How did COC(=O)C1=C(O)/C(=C/c2ccc(O)cc2)N=C1C do in these assays?
HePTP inh: -15

What do the screens show for `O=C(CSc1nnc(-c2cccs2)n1-c1ccccc1)NCc1ccc2c(c1)OCO2`?
HePTP inh: 12; BAP1 block: 77

What do the screens show for `CCOc1ccc(Cl)cc1S(=O)(=O)N1CCN(c2ccc(F)cc2)CC1`?
HePTP inh: 15; BAP1 block: 83

Results for COc1cc(OC)cc(C(=O)N2CCN(C(=O)c3cccc(F)c3)CC2)c1 ?
HePTP inh: 7; BAP1 block: 94

What do the screens show for `C[n+]1cccc(C(=O)NCCOC(=O)c2ccccc2)c1`?
HePTP inh: -1

What do the screens show for `COc1cc(/C=N/N=c2\sc3ccccc3n2C)ccc1O`?
HePTP inh: 9

What do the screens show for `O=C(Nc1ccc(N2CCCCC2)c(Cl)c1)c1ncn[nH]1`?
HePTP inh: 0; BAP1 block: 97

Results for CC(C)c1cc(C(C)C)c(S(=O)NCCCN2CCOCC2)c(C(C)C)c1 (configuration not stated) ?
BAP1 block: 358

Results for CN=C1SC(CC(=O)Nc2cccc(Cl)c2Cl)C(=O)N1C (configuration not stated) ?
HePTP inh: 7; BAP1 block: 108

How did O=C(C1CC1)N(Cc1ccco1)c1nc(-c2ccccc2)cs1 do in these assays?
HePTP inh: -5; BAP1 block: 80

How did CCCCOC(=O)NCN1C(=O)C2C3C=CC(C3)C2C1=O (configuration not stated) do in these assays?
HePTP inh: 8; BAP1 block: 106

What do the screens show for `COc1cc(OC)cc(C(=O)N2CCN(C(=O)COc3ccc4ccccc4c3)CC2)c1`?
HePTP inh: 6&10; BAP1 block: 105

Results for Cc1cccc(C)c1NC(=O)C1(NC(=O)c2cnccn2)CCCCC1 ?
HePTP inh: -1; BAP1 block: 103

What do the screens show for `NS(=O)(=O)c1ccc(NC(=O)COC(=O)CCNC(=O)NC23CC4CC(CC(C4)C2)C3)cc1`?
HePTP inh: -3
